Compound activity (PubChem BioAssay)
TNAP inhibition: inhibition of tissue-nonspecific alkaline phosphatase – biochemical, luminescent (AID 518); one-dose inhibition, % at 20 µM; IC50 in µM for titrated hits; purified TNAP enzyme, luminescent substrate readout; higher % means a stronger effect; 64,000 compounds, 0.09% hits; in the data active means a potency from the dose series; inactive means the rest, 99 in 100 with inhibition below about 22%;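 further: plate controls were vehicle for no effect and reference inhibitor for full effect; many of its hits are not listed in these tables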
HPDE-C7K KRASV12: viability loss of HPDE-C7K cells – cell-based, fluorescence, HTS, primary screen (AID 431). cytotoxicity, % at 10 µM, or EC50 in µM where a hit was titrated. 63,000 compounds, 1.7% hits. HPDE-C7K KRASV12 cells, Alamar Blue viability, 48 h; higher % means a stronger effect;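 active means compounds whose percent cytotoxicity in the single-dose primary screen, scaled between solvent and toxic-drug controls, exceeds 50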;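 further: 0% = DMSO solvent wells and 100% = doxorubicin-treated wells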
Bfl-1 inhibitors: Bfl-1 inhibitors, primary screen, biochemical, fluorescence polarization, FITC-Bid, mouse (AID 432); FITC-Bid BH3 peptide fluorescence polarization displacement; higher % means a stronger effect; one-dose displacement, % at 20 µM; IC50 in µM for titrated hits; 64,000 compounds, 0.02% hits; in the data active means a potency from the dose series; inactive means the rest, 99 in 100 with displacement below about 15%; further: strong numbers were not always called active
HPDE-C7 cytotoxicity: cytotoxicity in HPDE-C7 cells, cell-based, fluorescence, HTS (AID 430). 63,000 compounds, 1.8% hits. HPDE-C7 pancreatic duct cells viability, fluorescence; higher % means a stronger effect. one-dose cytotoxicity, % at 10 µM; EC50 in µM for titrated hits;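 further: cells exposed to compound for 48 hours before viability readout; 0% = vehicle and 100% = reference cytotoxic drug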
HT1080 cytotoxicity: cytotoxicity in HT1080 fibrosarcoma cells, cell-based, fluorescence readout (AID 620); HT1080 viability, fluorescence; higher % means a stronger effect; one-dose cytotoxicity, % at 10 µM; EC50 in µM for titrated hits; 87,000 compounds, 0.42% hits;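 further: cells exposed to compound overnight then 4 h with Alamar Blue; 0% = vehicle DMSO and 100% = killing control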
Spn PMK inh: blocks S. pneumoniae phosphomevalonate kinase | inhibition, % at 10 µM | 65,000 compounds, 0.49% hits | purified PMK, PK/LDH-coupled NADH absorbance 340 nm;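 active means top-ranked compounds by inhibition in the single 10 µM screen, taking a fixed number of the strongest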;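 further: 0% = full reaction with DMSO carrier and 100% = background rate without enzyme reaction; no value below 0 was filed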
MK inhibit: inhibitors of Streptococcus pneumoniae mevalonate kinase. purified MK, PK/LDH-coupled NADH absorbance 340 nm. inhibition, % at 10 µM. 65,000 compounds, 0.48% hits;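 active means ranked among the strongest by inhibition in the single 10 µM screen, a fixed top-ranked set picked for dose follow-up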; further: no value below 0 was filed
LYP inhibition: inhibition of human PTPN22 tyrosine phosphatase – biochemical, DiFMUP fluorescence, recombinant catalytic domain, 10 µM, primary screen (AID 606); 52,000 tested, under 10 active; recombinant LYP catalytic domain, DiFMUP fluorescence; higher % means a stronger effect; inhibition, % at 10 µM, or IC50 in µM where a hit was titrated;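 active means IC50 under 40 µM in the dose-response test; inactive means IC50 of 40 µM or more, or never dose-tested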
DPM-DC inhibit: blocks S. pneumoniae diphosphomevalonate decarboxylase; purified DPM-DC, PK/LDH coupled NADH fluorescence; calls only at 10 µM; 65,000 compounds, 0.49% hits; AID 556;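 active means the 320 compounds with the highest percent inhibition in the single-dose primary screen, excluding strongly autofluorescent ones, cut at about 32% in these data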;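 further: kinetic rate of NADH fluorescence loss reporting ADP formed by the decarboxylase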
Spn PMK inh pilot replicates: also measured in Spn PMK inh; calls as there; inhibition, %; measured here: pilot screen replicates
MK inhibit pilot replicates: recorded beside MK inhibit, whose call it bears; inhibition, %; measured here: pilot screen replicates
DPM-DC inhibit pilot screen %: also measured in DPM-DC inhibit; calls as there; inhibition, %; measured here: pilot screen trials
* hit, by the source's call; i = inactive; . = no result given. Unless noted, no stated cut-off is given here; in the data, active means cytotoxicity above about 50%; inactive means the rest.

Sample of the layout:
SMILES	TNAP inhibition	HPDE-C7K KRASV12	Bfl-1 inhibitors	HPDE-C7 cytotoxicity	HT1080 cytotoxicity	Spn PMK inh	MK inhibit	LYP inhibition	DPM-DC inhibit	others
CN(C)S(=O)(=O)N1CCN(c2ccc(Cl)cc2)CC1	1%	0%	3%	-5%	4%	11	0	4%	i
Cc1cnc(C(=O)OCC(=O)Nc2ccc(Oc3ccccc3)cc2)cn1	20%	12%	-2%	8%	2%	8	8	11%	i	Spn PMK inh pilot replicates=0.0;MK inhibit pilot replicates=3.5;DPM-DC inhibit pilot screen %=1.5
CCn1c(COc2ccccc2OC)nnc1SCC#N	8%	-9%	-3%	-12%	7%	6	12	.	i

The listing, from the start:
SMILES	TNAP inhibition	HPDE-C7K KRASV12	Bfl-1 inhibitors	HPDE-C7 cytotoxicity	HT1080 cytotoxicity	Spn PMK inh	MK inhibit	LYP inhibition	DPM-DC inhibit	others
CN(C)S(=O)(=O)N1CCN(c2ccc(Cl)cc2)CC1	1%	0%	3%	-5%	4%	11	0	4%	i
Cc1cnc(C(=O)OCC(=O)Nc2ccc(Oc3ccccc3)cc2)cn1	20%	12%	-2%	8%	2%	8	8	11%	i	Spn PMK inh pilot replicates=0.0;MK inhibit pilot replicates=3.5;DPM-DC inhibit pilot screen %=1.5
CCn1c(COc2ccccc2OC)nnc1SCC#N	8%	-9%	-3%	-12%	7%	6	12	.	i
COc1cc(C(=O)OCC(=O)Nc2ccc3c(c2)OC(F)(F)O3)ccc1OCc1c(C)noc1C	10%	11%	3%	16%	0%	0	9	1%	i
O=C(NCc1ccc2c(c1)OCO2)C1CCCN1C(=O)Nc1cccc(F)c1 (stereo not given)	4%	1%	0%	-6%	2%	7	8	-15%	i
CC(C)NC(=O)Cn1cc(C#N)c2cc(Br)ccc21	1%	-17%	-5%	-5%	-2%	0	8	17%	i
C=CCSc1nc2ccccc2c(=O)[nH]1	12%	4%	0%	4%	4%	3	7	-3%	i
CC(Nc1nc(N2CCN(S(C)(=O)=O)CC2)nc2ccccc12)c1ccccc1 (stereo not given)	.	.	.	.	-4%	2	13	-4%	.
Cc1cc(S(=O)(=O)N(Cc2ccc3c(c2)OCO3)CC2CCCO2)ccc1-n1cnnn1 (stereo not given)	12%	-3%	-14%	-7%	-5%	10	0	-1%	i
COc1ccccc1C1CC(c2ccc(F)cc2)Nc2ncnn21 (stereo not given)	1%	-5%	0%	-12%	28%	5	5	3%	i
CCc1cc2c(NCC3CCCO3)ncnc2s1 (stereo not given)	5%	-7%	-1%	-21%	2%	4	11	.	i
O=C(c1ccc(F)cc1)c1cc2ccccc2o1	12%	-3%	-6%	6%	-3%	6	9	6%	i
CCN(CC)C(=O)C1CCCN(Cc2ccc(F)c(F)c2)C1 (stereo not given)	4%	-21%	0%	-12%	-10%	2	5	9%	i
O=C(CSc1nnc(-c2ccccc2)n1Cc1ccco1)Nc1ccc2c(c1)OCCO2	13%	-6%	-2%	-6%	-4%	14	10	24%	i
COc1ccc(N2CCN(C(c3ccccc3)c3sc4nc(C)nn4c3O)CC2)cc1 (stereo not given)	11%	-9%	-4%	0%	0%	6	6	12%	i	Spn PMK inh pilot replicates=3.0;MK inhibit pilot replicates=0.0;DPM-DC inhibit pilot screen %=0.0
Cc1cc(=O)oc2cc(OCCSCCN3CCOCC3)ccc12	10%	-19%	-5%	-3%	-5%	0	7	.	i
CCn1c(N)c(C(=O)N2CCOCC2)sc1=S	8%	-4%	-2%	-3%	-5%	17	6	-2%	i
C=CCn1c(CCNC(=O)c2ccccc2F)nnc1SCC(=O)Nc1nc(C)cs1	-4%	-22%	-2%	-12%	0%	9	8	5%	i
CCC(=O)N1CCc2cc(S(=O)(=O)NCCN3CCCCC3CC)ccc21 (stereo not given)	10%	-2%	-2%	0%	.	13	0	-3%	i
COc1ccc(C(C(=O)NC2CCCC2)N2CCc3ccccc32)cc1 (stereo not given)	2%	-1%	-2%	7%	-5%	0	3	-3%	i
COc1ccccc1Oc1ccc(S(=O)(=O)N2CCCC2)cc1	6%	8%	3%	-3%	-1%	6	12	12%	i
CCOc1ccccc1N(C(=O)CNC(=O)c1ccco1)C(C(=O)NC1CCCC1)c1cccnc1 (stereo not given)	6%	-10%	-1%	-3%	6%	4	11	11%	i
CC1=CS/C(=C(/C#N)C(=O)N2CCCCC2)N1c1ccccc1	4%	-10%	1%	-7%	-1%	0	0	-2%	i
CS(=O)(=O)N1CCc2cc(C(=O)O)ccc21	14%	8%	-5%	-3%	9%	5	13	-1%	i
C=CCn1c(N2CCCCCC2)nc2c1c(=O)n(C)c(=O)n2C	3%	-16%	0%	-9%	-1%	10	11	4%	i
CCOc1ccc(OCC)c(NC(=O)CN2CCC(NC(=O)c3cccc(F)c3)CC2)c1	6%	0%	2%	-13%	8%	21	9	-2%	i
CC(=O)c1ccc(NC2c3ncccc3C(=O)N2Cc2ccc(F)cc2)cc1 (stereo not given)	-1%	-18%	0%	-20%	4%	12	7	-11%	i
COc1cc(N2CCOCC2)ncn1	13%	1%	-2%	8%	-2%	12	3	-5%	i
Cn1cccc1Cc1nnc(SCC(=O)NCc2ccco2)n1CCc1ccccc1	3%	-11%	10%	-18%	-2%	9	4	-8%	i
O=C1CC(c2ccco2)CC(O)=C1C=NCC1CCNCC1 (stereo not given)	6%	0%	-5%	4%	-1%	9	7	4%	i
CCOC(=O)C1(CCSC)NC(c2ccco2)C2C(=O)N(C)C(=O)C21 (stereo not given)	9%	-10%	-1%	-8%	-10%	14	3	1%	i
O=C(NCC(c1cccs1)N1CCOCC1)c1ccc(Cl)s1 (stereo not given)	8%	27%	-3%	39%	63%*	10	9	.	i
Cc1cccc(N(CC(=O)Nc2c(C)n(C)n(-c3ccccc3)c2=O)S(C)(=O)=O)c1C	6%	4%	2%	-10%	.	0	2	.	i
Cc1cc(NC(=O)CSc2nc(C3CCCCC3)nc3ccccc23)no1	10%	-10%	-4%	-9%	3%	0	7	10%	i	Spn PMK inh pilot replicates=0.0;MK inhibit pilot replicates=0.5;DPM-DC inhibit pilot screen %=0.0
Cc1cc(C)cc(OCC(=O)NCCN2CCOCC2)c1	5%	-22%	-1%	-8%	-9%	0	3	.	i
CCCCOC(=O)n1ccc(C(=O)Nc2ccccc2OC)n1	4%	-4%	-8%	-15%	4%	7	9	4%	i
Cc1cccc(-n2c(O)c(C=Nc3c(C)n(C)n(-c4ccccc4)c3=O)c3ccccc3c2=O)n1	8%	6%	-1%	3%	8%	17	0	.	i
CCCC1c2ccc(C)n2CCN1C(=O)Nc1ccccc1Cl (stereo not given)	10%	12%	1%	-3%	0%	8	4	19%	i	Spn PMK inh pilot replicates=1.5;MK inhibit pilot replicates=5.5;DPM-DC inhibit pilot screen %=0.5
COc1cc2c(cc1NC(=O)CCCN1C(=O)CCC1=O)oc1ccccc12	8%	15%	-7%	8%	-4%	10	9	13%	i
CCCC1(C(=O)O)NC(c2ccccc2O)C2C(=O)N(Cc3ccccc3)C(=O)C21 (stereo not given)	12%	4%	-8%	4%	-1%	9	6	1%	i
CC1(C)S[C@@H]2[C@H](NC(=O)[C@H](C(=O)O)c3ccsc3)C(=O)N2[C@H]1C(=O)O	9%	7%	-6%	-6%	-1%	0	2	10%	i	Spn PMK inh pilot replicates=3.0;MK inhibit pilot replicates=0.0;DPM-DC inhibit pilot screen %=0.0
CCOC(=O)c1ccc(N2C(=O)C(O)=C(C(C)=O)C2c2ccc(O)c(OC)c2)cc1 (stereo not given)	5%	.	7%	.	-6%	7	5	.	i
O=C(CCCn1c(=O)oc2ccccc21)N1CCc2ccccc2C1	1%	-5%	-6%	-1%	-1%	8	1	7%	i
COc1ccc(-c2nnc(NC(=O)C(C)C)o2)cc1	11%	-5%	5%	-8%	9%	0	2	5%	i
Cc1nc(-c2ccccc2)nc2[nH]c(C(C)C)cc(=O)c12	9%	-12%	-2%	-4%	-3%	5	5	5%	i
Cc1onc(-c2ccccc2)c1C(=O)n1nnc2ccccc21	-2%	4%	0%	0%	0%	0	6	5%	i
COc1ccc(NC(=O)CSc2nnc(N)s2)cc1	11%	1%	-8%	-7%	-7%	3	0	7%	i
O=C(CSc1nnc(Cc2cccs2)n1C1CCCCC1)N1CCCc2ccccc21	5%	-17%	-4%	-10%	-9%	1	5	.	i
O=C(COC(=O)c1cc(-c2ccco2)nc2ccccc12)NCc1ccc2c(c1)OCO2	7%	-9%	7%	-18%	4%	0	9	8%	.	Spn PMK inh pilot replicates=0.5;MK inhibit pilot replicates=4.0
Oc1cccc(Nc2nc(NCC3CCCO3)c3ccccc3n2)c1 (stereo not given)	9%	22%	4%	19%	21%	9	6	.	i	Spn PMK inh pilot replicates=0.0;MK inhibit pilot replicates=0.0;DPM-DC inhibit pilot screen %=4.0
O=C(NC1CCCCC1NC(=O)c1cccs1)c1cccs1 (stereo not given)	16%	-2%	-6%	-1%	2%	16	0	3%	i
CCOC(=O)c1ccccc1NC(=O)CN1CCC(n2nnc3cc(F)ccc32)CC1	12%	15%	-3%	14%	28%	12	11	14%	i
CCCCn1c2nc3ccccc3nc2c2c(=O)n(CCC)cnc21	8%	-34%	0%	-27%	6%	11	7	.	.
CCN(C(=O)c1coc(=O)c2ccccc12)c1cc(OC)ccc1OC	16%	5%	-5%	-6%	6%	10	5	5%	i
CCNC(=O)CC1SC(=Nc2ccccc2C)N(C)C1=O (stereo not given)	13%	-16%	-4%	-8%	8%	12	0	-5%	i
Cc1cccc(-c2noc(CCc3ccccc3)n2)c1	7%	4%	2%	-5%	2%	11	0	11%	i
Cc1cc(=O)oc2cc(NC(=O)C3COc4ccccc4O3)ccc12 (stereo not given)	11%	-9%	-3%	-6%	3%	14	5	.	i
COc1ccc(NC(=O)C2CCCCN2S(=O)(=O)c2ccc(F)cc2)cc1 (stereo not given)	15%	13%	-6%	2%	-4%	3	6	4%	i	Spn PMK inh pilot replicates=1.5;MK inhibit pilot replicates=1.0;DPM-DC inhibit pilot screen %=0.0
CCCc1cc(-c2[nH]ncc2-c2ccc3c(c2)OCCCO3)c(O)cc1O	-14%	8.1µM*	-14%	8.2µM*	-4%	7	5	7%	i
O=C(Nc1ccccc1C(=O)NCc1ccco1)NC1CCCCC1	16%	.	-1%	.	2%	12	0	6%	i
(continued)
SMILES	TNAP inhibition	HPDE-C7K KRASV12	Bfl-1 inhibitors	HPDE-C7 cytotoxicity	HT1080 cytotoxicity	Spn PMK inh	MK inhibit	LYP inhibition	DPM-DC inhibit	others
CCSc1nnc(NC(=O)CN(C)S(=O)(=O)c2ccc(F)cc2)s1	2%	5%	-9%	-5%	-1%	13	4	13%	i
CCOC(=O)C(NC(=O)c1cccnc1)(Nc1cccc(C)n1)C(F)(F)F (stereo not given)	11%	-3%	-10%	3%	8%	6	7	1%	i
O=C(NCCN1C(=O)CSC1=O)c1ccccc1	0%	4%	2%	7%	-2%	12	7	1%	i
Cc1cc(NC(=O)CSc2nc3sc4c(c3c(=O)n2C)CCCC4)no1	-2%	-1%	6%	4%	-5%	0	2	.	i
